FID counter: fluorescent intercalator displacement, NS3 helicase counter-screen; DNA fluorescent intercalator displacement, fluorescence; inhibition, % at 7.9 µM; 290,000 tested, 0.17% active; AID 1845; in the data active means inhibition above about 37%;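 further: 0% = vehicle and 100% = reference compound; higher means more ethidium bromide displaced from hairpin DNA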
MEKK2 mut-MEK5: signal of MEK5 binding to mutant human MEKK2 PB1 domain. bead flow cytometry, Alexa488-MEK5 binding to MEKK2 mutant. percent response, % at 10 µM. 290,000 tested, 0.35% active; in the data active means percent response above about 24%, passing the limit was not always enough; further: inactives centre near 1; some results filed as inactive read as strong as hits
MEKK2 WT-MEK5: raises or lowers MEK5 binding to wildtype human MEKK2 PB1 domain; binding response (% of control), % at 10 µM; 290,000 tested, 1.1% active; bead flow cytometry, Alexa488-MEK5 binding to MEKK2 WT; actives lie on both sides; Q9Y2U5; AID 1531; in the data active means binding response below about 67% or above about 130%
SUMO HTRF inh: blocks human SUMOylation mediated by UBC9. HTRF SUMOylation assay, SAE1/SAE2 + UBC9, in vitro. P63279. inhibition, % at 35 µM. 290,000 tested, 0.36% active; in the data active means inhibition above about 50%, passing the limit was not always enough; further: strong numbers were not always called active
Target sequence (P63279 whole entry, looked up): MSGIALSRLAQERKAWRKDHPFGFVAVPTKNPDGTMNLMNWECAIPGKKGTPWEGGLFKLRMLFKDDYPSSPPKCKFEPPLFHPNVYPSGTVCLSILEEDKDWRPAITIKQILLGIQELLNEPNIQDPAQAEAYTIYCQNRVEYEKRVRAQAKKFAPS
PfM18AAP inh: blocks P. falciparum M18 aspartyl aminopeptidase; recombinant PfM18AAP, H-Glu-NHMec fluorogenic cleavage; inhibition, % at 7.35 µM; 290,000 tested, 1.2% active; AID 1822;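 active means inhibition above the campaign mean inhibition over all tested compounds plus 3 SD, cut at about 28% in these data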;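 further: 0% = plate median of test compound wells and 100% = 2 mM ZnCl2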
NS3 helicase inh: inhibitors of Hepatitis C virus NS3 helicase; 290,000 tested, 0.56% active; NS3 helicase DNA unwinding, Cy5 molecular beacon fluorescence; inhibition, % at 10.9 µM;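 active means inhibition above the mean of all tested compounds plus 3 SD, set per campaign, cut at about 35% in these data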;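 further: 0% = DMSO wells and 100% = thioflavine S control wells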
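Test system: hepatitis C virus NS3 helicase domain fragment enzyme. Also added: annealed dual-labelled DNA beacon duplex, ATP-started. Timing: 60 min unwinding reaction at 25 °C after ATP addition. Technique: Cy5 fluorescence. Measure: % inhibition of unwinding.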
VIM-2 inhibitor: blocks Pseudomonas aeruginosa VIM-2 metallo-beta-lactamase. purified VIM-2, nitrocefin hydrolysis, epi-absorbance fluorescence. inhibition, % at 5.6 µM. 290,000 tested, 0.89% active. AID 1527;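 active means inhibition above the mean of all tested compounds plus 3 SD, cutoff set per screening run, cut at about 7.5% in these data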;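 further: red hydrolysis product quenches plate fluorescence so inhibitors raise well fluorescence; 0% = enzyme with DMSO and 100% = DMSO without enzyme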
IMP-1 inh: blocks Pseudomonas aeruginosa IMP-1 metallo-beta-lactamase; purified IMP-1, nitrocefin hydrolysis, epi-absorbance fluorescence; inhibition, % at 5.6 µM; 290,000 tested, 0.45% active; AID 1556;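 active means inhibition above the mean plus 3 SD of all compounds in the same screening run, cut at about 4.5% in these data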;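 further: 0% = IMP-1 with DMSO and 100% = DMSO wells lacking enzyme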
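System: purified IMP-1; amount: IMP-1 0.2 nM before substrate addition; compound: single dose, 5.6 µM; times: 25 °C, 15 min preincubation, 25 min reaction; signal: Epi-absorbance via hydrolysed-nitrocefin quenching of white-plate fluorescence, 480/530 nm, EDTA stop; benchmarks: DMSO with and without IMP-1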
NALP1 yeast inh: NALP1 inhibition. S. cerevisiae NALP1/ASC/caspase-1 growth, X-gal OD620, 72 h. inhibition, % at 10 µM. 280,000 tested, 0.61% active. AID 2071; in the data active means inhibition mostly above about 24%, no sharp cut-off; inactive means mostly below about 32%; further: some compounds called inactive have numbers as strong as hits
An asterisk follows results filed as active; x = not tested or not shown.

SMILES	FID counter	MEKK2 mut-MEK5	MEKK2 WT-MEK5	SUMO HTRF inh	PfM18AAP inh	NS3 helicase inh	VIM-2 inhibitor	IMP-1 inh	NALP1 yeast inh
CC(=O)N1c2ccc(S(=O)(=O)NCC3CCC(C(=O)Nc4cccc(C)n4)CC3)cc2CC1C (stereo not drawn)	-46.3	3.0	102.0	6.6	-4.0	-9.2	-3.0	-2.6	-0.1
O=C(CSc1nnc(-c2ccco2)n1Cc1ccco1)NCc1ccccc1	-18.4	2.0	104.0	6.3	-26.4	-0.6	-4.7	-3.0	11.4
COc1ccc(NC(=O)Nc2ccccc2C(=O)N2CCCC2)cc1	-2.2	16.0	103.0	1.2	-5.8	0.5	-1.2	-2.2	-7.7
CC(C)(C)n1nnnc1C(c1ccncc1)N1CCN(C2CCCCC2)CC1 (stereo not drawn)	2.8	9.0	104.0	11.5	-1.6	12.1	-3.1	-3.4	7.9
O=C(NCCCN1CCCC1)Nc1ccccc1[N+](=O)[O-]	-10.1	10.0	117.0	12.1	5.2	7.7	0.0	-0.1	9.6
c1ccc(CNn2c(N3CCOCC3)nc3ccccc32)cc1	-5.1	4.0	106.0	3.8	13.2	-3.6	2.8	1.0	12.9
CCOC(=O)N1N=C(c2ccc(C)cc2)CC1(O)C(F)(F)F (stereo not drawn)	-12.6	-1.0	99.0	-15.6	0.3	-0.5	-0.3	-1.4	29.8
NC(=O)CN1CCN(c2cccc(Cl)c2)CC1	2.5	3.0	103.0	7.0	1.3	4.2	-3.7	-3.0	-29.5
Cc1ccc(-n2c(Cc3ccccc3)nnc2SCC(=O)NNC(=O)Cc2ccccc2)cc1	-39.4	-3.0	100.0	15.6	3.3	-4.6	-6.0	-3.3	-2.9
COc1ccc2ccccc2c1-c1sc(Nc2ccccc2)n[n+]1-c1ccc(F)cc1	18.6	43.0*	155.0*	3.8	-5.9	-100.5	-2.9	-2.0	-5.9
CCOc1ccc(-n2cccc2C=O)cc1	-1.2	15.0	120.0	8.2	-12.8	8.3	-1.5	-1.8	24.8
COc1ccc(S(=O)(=O)N2CCC(C(=O)NCC3CCCO3)CC2)cc1C (stereo not drawn)	-14.7	2.0	109.0	19.6	-0.6	-17.9	-2.8	-2.5	3.0
CC(=O)c1cccc(NS(=O)(=O)c2ccc(-c3cc(C)no3)s2)c1	-23.8	-9.0	93.0	16.7	-9.1	-2.8	0.1	0.5	18.0
CCOc1ccc(NC(=O)Cc2ccc(S(=O)(=O)N3CCOCC3)s2)cc1OCC	-23.3	4.0	109.0	-5.0	-4.9	-4.3	-4.4	-0.8	8.6
CCN(CC)CC(C)CNC(=O)CN1C(=O)CSc2ccc(S(=O)(=O)N3CCOCC3)cc21 (stereo not drawn)	4.5	-4.0	98.0	11.6	3.2	0.0	-3.2	-4.1	35.1
Cc1cccc(S(=O)(=O)c2c(N)n(/N=C/c3ccccc3)c3nc4ccccc4nc23)c1	-2.4	-8.0	83.0	14.9	3.3	1.7	-0.3	-4.6	11.3
COC(=O)c1ccc(CN(c2ccccn2)S(=O)(=O)c2ccccc2)cc1	-15.1	9.0	126.0	4.0	-1.4	-0.5	0.3	-1.9	16.3
CCC(C)NC(=O)CNC(=S)N(Cc1ccccc1F)C1CCCCC1 (stereo not drawn)	-28.4	-10.0	73.0	1.9	-5.1	-0.3	1.2	0.3	2.1
CCn1ncc(-c2csc(N)n2)c1C	-2.7	-8.0	98.0	15.5	2.3	-1.1	0.0	-3.1	-8.5
CC(C)Cc1csc(NC(=O)c2ccc(F)cc2)c1C(=O)O	-19.1	2.0	103.0	11.1	-6.4	26.1	-1.4	-0.3	27.1
COc1ccc(S(=O)(=O)N2CCOC2CNC(=O)C(=O)NCc2ccncc2)cc1C (stereo not drawn)	-16.8	3.0	99.0	-3.0	-1.1	-0.6	-1.1	-3.4	0.1
COc1ccccc1Nc1cc(C(=O)NCCCN2CCOCC2)c2ccccc2n1	19.3	19.0	124.0	-12.4	0.0	-4.3	-4.0	-3.2	-23.6
O=c1cc(C(F)(F)F)nc(-c2ccccc2OC(F)(F)F)[nH]1	0.4	3.0	104.0	12.8	1.0	1.2	-2.4	-1.1	14.4
CCOC(=O)C1=NN(c2ccc(Cl)cc2)C(=O)C1	-1.7	-3.0	99.0	17.0	-0.2	8.6	-1.4	-2.5	x
Nc1ccc2nc(-c3ccccc3)sc2c1	4.4	-1.0	102.0	56.6*	7.1	-11.0	-0.8	-4.1	x
C=CCn1c(SCc2ccc(C(=O)O)cc2)nc2sc(C)c(C)c2c1=O	-32.1	-2.0	95.0	26.8	-4.8	0.5	1.9	-3.7	20.3
COc1ccccc1C(c1nnnn1Cc1ccccc1)N1CCN(C2CCCC2)CC1 (stereo not drawn)	10.6	12.0	103.0	4.6	-5.1	-9.3	-0.6	-3.4	8.8
Cc1cc2nc(SCCOC(=O)Nc3ccc(Cl)cc3)nc(C)c2cc1C	-2.1	2.0	99.0	-7.7	-13.9	2.3	-5.9	-1.8	-2.5
COc1cc(C2/C(=C(\O)c3ccc4c(c3)CC(C)O4)C(=O)C(=O)N2CCCn2ccnc2)ccc1O (stereo not drawn)	-3.6	5.0	115.0	12.2	0.3	0.0	-2.5	-2.5	-9.6
CCCc1ccc(C#N)c(SC2CC(=O)N(c3ccc(OC)cc3)C2=O)n1 (stereo not drawn)	-27.8	-9.0	94.0	7.7	6.5	15.3	-2.1	-3.1	-4.6
O=C(NCCCN1CCOCC1)C(=O)NCc1ccccc1	2.8	-8.0	93.0	11.0	-0.5	2.8	-8.4	-2.9	13.7
Cc1cc(N=Cc2c(O)ccc3ccccc23)no1	-3.4	5.0	104.0	20.7	-1.8	2.5	-2.6	-4.8	12.6
Cc1cc(Oc2ccc(C)c(Cl)c2)nc(SCC(=O)c2ccccc2)n1	-7.4	-2.0	99.0	-9.8	1.4	3.5	-3.7	-4.4	-18.0
Cc1cc(=O)oc2cc(NC(=S)NCc3ccccn3)ccc12	-0.6	-6.0	94.0	16.1	10.1	-0.1	-0.9	-3.2	-0.1
COc1ccccc1/C=C(\C#N)C(=O)c1cccn1C	0.8	-3.0	99.0	3.7	10.3	-10.7	-1.3	-1.9	21.6
CCOCCc1nnc(N)s1	4.5	6.0	102.0	4.6	0.3	5.1	-6.6	-3.0	3.4
CCC(C)NC(=O)C(Cc1ccccc1)NS(=O)(=O)c1cccc2nsnc12 (stereo not drawn)	-10.4	-4.0	94.0	15.2	5.4	2.6	-4.5	-3.0	-1.0
COc1cc(C(=O)NCCN2C(=O)S/C(=C\c3cccs3)C2=O)cc(OC)c1OC	-2.7	3.0	104.0	-4.4	-2.8	17.0	-1.8	-2.1	-7.5
O=C(CSc1nnnn1C1CCCCC1)NCc1cccc(C(=O)O)c1	-14.6	5.0	111.0	24.9	-7.9	-2.7	0.3	-0.5	15.4
CCOC(=O)c1c(C)oc2cc(Br)c(OC(=O)N3CCOCC3)cc12	-8.1	-1.0	98.0	19.1	-4.7	-5.6	-4.8	-2.5	7.6

3 structures already listed, arranged by length of the SMILES, high to low:
SMILES	FID counter	MEKK2 mut-MEK5	MEKK2 WT-MEK5	SUMO HTRF inh	PfM18AAP inh	NS3 helicase inh	VIM-2 inhibitor	IMP-1 inh	NALP1 yeast inh
COc1ccc(S(=O)(=O)N2CCC(C(=O)NCC3CCCO3)CC2)cc1C (stereo not drawn)	-14.7	2.0	109.0	19.6	-0.6	-17.9	-2.8	-2.5	3.0
CC(C)(C)n1nnnc1C(c1ccncc1)N1CCN(C2CCCCC2)CC1 (stereo not drawn)	2.8	9.0	104.0	11.5	-1.6	12.1	-3.1	-3.4	7.9
COc1ccccc1/C=C(\C#N)C(=O)c1cccn1C	0.8	-3.0	99.0	3.7	10.3	-10.7	-1.3	-1.9	21.6

Single records (already shown).
O=C(CSc1nnnn1C1CCCCC1)NCc1cccc(C(=O)O)c1 across the screens: FID counter = -14.6; MEKK2 mut-MEK5 = 5.0; MEKK2 WT-MEK5 = 111.0; SUMO HTRF inh = 24.9; PfM18AAP inh = -7.9; NS3 helicase inh = -2.7; VIM-2 inhibitor = 0.3; IMP-1 inh = -0.5; NALP1 yeast inh = 15.4
COc1cc(C(=O)NCCN2C(=O)S/C(=C\c3cccs3)C2=O)cc(OC)c1OC across the screens: FID counter = -2.7; MEKK2 mut-MEK5 = 3.0; MEKK2 WT-MEK5 = 104.0; SUMO HTRF inh = -4.4; PfM18AAP inh = -2.8; NS3 helicase inh = 17.0; VIM-2 inhibitor = -1.8; IMP-1 inh = -2.1; NALP1 yeast inh = -7.5

(further entries)
SMILES	FID counter	MEKK2 mut-MEK5	MEKK2 WT-MEK5	SUMO HTRF inh	PfM18AAP inh	NS3 helicase inh	VIM-2 inhibitor	IMP-1 inh	NALP1 yeast inh
O=S1(=O)CC/C(=N/Nc2ccc(C(F)(F)F)cn2)c2cc(F)ccc21	-5.5	0.0	101.0	-1.7	-3.7	-2.8	0.1	-4.2	2.9
CC(=O)NCCc1nc2ccccc2n1CCOc1ccccc1	-8.3	3.0	99.0	4.7	0.4	-3.0	-1.7	-3.3	x
COC(=O)[C@H](Cc1ccccc1)N(C)S(=O)(=O)c1cccc(S(=O)(=O)N(C)[C@@H](Cc2ccccc2)C(=O)OC)c1	-35.5	0.0	114.0	-22.5	2.5	-35.8	-0.4	-1.0	13.8
Oc1ccccc1/C=N/Nc1cccc2cccnc12	-1.0	4.0	105.0	-26.2	1.9	-11.5	-2.6	4.1	-3.9
